JMJD2A Tudor inh: qHTS Assay for Inhibitors of JMJD2A-Tudor Domain. 390,000 compounds, 4.4% hits. AID 504339, 2011. AlphaScreen JMJD2A-Tudor / H3K4me3 peptide binding. Potency, µM (doses to about 114 µM), inactives show top-dose activity change, negative = inhibition, actives largely listed as inhibitors; further: potency means the concentration at half of the fitted maximal effect; on the % scale 0 is the no-effect control and ±100 the full control effect; nearly all actives have a fitted effect of over 50% in size
POLH inh: qHTS for Inhibitors of Polymerase Eta | DNA polymerase eta (Homo sapiens), Q9Y253 | recombinant Pol eta, fluorescent DNA replication assay | Potency, µM (highest dose often 114 µM), for inactives: at the highest dose activity change, negative = inhibition, most hits filed as inhibitors | 390,000 compounds, 1.2% hits; further: potency means the concentration at half of the fitted maximal effect; on the % scale 0 is the no-effect control and ±100 the full control effect
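Pol eta (10 nM) was preincubated with compounds for 15 min at room temperature, after which fluorescent replication substrate (50 nM final) was added to start the reaction. Fluorescence was read kinetically at 0 and 10 min.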
BAZ2B inh: qHTS Assay for Inhibitors of BAZ2B; Potency, µM (highest dose often 114 µM), inactives show top-dose activity change, negative = inhibition, most hits filed as inhibitors; AlphaScreen BAZ2B-H3K14Ac peptide displacement; 360,000 compounds, 4.4% hits; Bromodomain adjacent to zinc finger domain protein 2B (Homo sapiens), Q9UIF8; AID 504333, 2011; further: potency means the concentration at half of the fitted maximal effect; on the % scale 0 is the no-effect control and ±100 the full control effect; nearly all actives have a fitted effect of over 60% in size
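Inhibition is scored as reduced AlphaScreen emission. The BAZ2B/b-H3(5-23)K14Ac complex (50 nM each) in PBS pH 7.4, 0.01% Tween-20 meets compound (up to 110 uM) for 30 min at RT before bead addition.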
G9a block: qHTS Assay for Inhibitors of Histone Lysine Methyltransferase G9a; Histone-lysine N-methyltransferase EHMT2 (Homo sapiens), Q96KQ7; G9a H3K9 monomethylation, AlphaScreen, 2 h; Potency, µM (doses to about 102 µM), for the others: at the top dose activity, negative = inhibition, hits mostly inhibitors; 350,000 compounds, 8.8% hits; further: potency means the concentration at half of the fitted maximal effect; on the % scale 0 is the no-effect control and ±100 the full control effect; nearly all actives have a fitted effect of over 75% in size
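Using a bead-based AlphaScreen, monomethylated H3K9 product from 2 h room-temperature reactions (G9a 20 nM, peptide 500 nM, SAM 20 uM) was detected with 0.5 ug/mL rabbit anti-H3K9me1 antibody.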
HP1b binding inh: HTS for Inhibitors of HP1-beta Chromodomain Interactions with Methylated Histone Tails; Chromobox protein homolog 1 (Homo sapiens), P83916; AlphaScreen HP1-beta / biotin-H3K9me3 peptide binding; Potency, µM (titrated, usually from 114 µM), for inactives: at the highest dose activity change, negative = inhibition, actives largely listed as inhibitors; 390,000 compounds, 0.56% hits; AID 540317, 2011; further: potency means the concentration at half of the fitted maximal effect; nearly all actives have a fitted effect of over 70% in size; inactives centre near 23
Target sequence (P83916 whole entry, looked up): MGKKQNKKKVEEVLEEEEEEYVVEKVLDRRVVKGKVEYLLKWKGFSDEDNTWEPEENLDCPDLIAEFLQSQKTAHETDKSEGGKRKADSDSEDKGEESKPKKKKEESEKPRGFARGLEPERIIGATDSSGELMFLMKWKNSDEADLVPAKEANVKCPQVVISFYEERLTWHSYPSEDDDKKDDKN
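HP1-beta protein (50 nM final) preincubated 30 min at room temperature with biotinylated H3(1-18)K9me3 peptide (50 nM) in PBS pH 7.4, 0.01% Tween-20, then compound added for 30 min. AlphaScreen streptavidin donor/nickel chelate acceptor beads (10 ug/mL final), 30 min dark, luminescence read.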
PI4K2A block: qHTS for small molecular inhibitors of PI4K2A | Phosphatidylinositol 4-kinase type 2-alpha (Homo sapiens), Q9BTU6 | purified PI4K2A, ADP-Glo luminescence, 1 h; stronger effect = lower value | activity change, negative = inhibition, % at 76.9 µM | 420,000 compounds, 0.13% hits | AID 1346378, 2018; in the data active means activity change below about -50%; inconclusive means mostly about -30% to -49%;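 further: -100% = wells without enzyme as full effect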
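Compounds are screened against recombinant PI4K2A using PI as substrate and ATP, the latter dispensed at 300 microM. Reactions run one hour at ambient temperature before ADP-Glo detection; full inhibition defined by wells lacking enzyme.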
PGK inhibitor: qHTS Assay to Find Inhibitors of Phosphoglycerate Kinase; Phosphoglycerate kinase, glycosomal (Trypanosoma brucei brucei), P07378; PGK/GAPDH coupled, Kinase-Glo luminescence, 60 min; Potency, µM (highest dose often 57.5 µM), without a hit: at the top dose activity change, negative = inhibition, actives largely listed as inhibitors; 380,000 compounds, 0.043% hits; AID 602233, 2012; further: potency means the concentration at half of the fitted maximal effect; on the % scale 0 is the no-effect control and ±100 the full control effect; nearly all actives have a fitted effect of over 60% in size
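Luminescent ATP detection (Kinase-Glo Plus) follows a 60-minute room-temperature incubation, with wells lacking PGK as controls. Buffer: 100 mM TEA (pH 7.6), 5 mM MgCl2, 0.01% Tween-20. Coupling enzyme GAPDH (100 nM final) supplies unstable 1,3-BPG in-well.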
GLS inhibitor: qHTS for Inhibitors of Glutaminase (GLS) | 410,000 compounds, 0.21% hits | GLS enzymatic activity, qHTS titration | AID 624170, 2012 | Glutaminase kidney isoform, mitochondrial (Homo sapiens), O94925 | Potency, µM (titrated, usually from 45.5 µM), inactives show at the top dose activity change, negative = inhibition, most hits filed as inhibitors; further: potency means the concentration at half of the fitted maximal effect; on the % scale 0 is the no-effect control and ±100 the full control effect
Target sequence (O94925 whole entry, looked up, canonical isoform): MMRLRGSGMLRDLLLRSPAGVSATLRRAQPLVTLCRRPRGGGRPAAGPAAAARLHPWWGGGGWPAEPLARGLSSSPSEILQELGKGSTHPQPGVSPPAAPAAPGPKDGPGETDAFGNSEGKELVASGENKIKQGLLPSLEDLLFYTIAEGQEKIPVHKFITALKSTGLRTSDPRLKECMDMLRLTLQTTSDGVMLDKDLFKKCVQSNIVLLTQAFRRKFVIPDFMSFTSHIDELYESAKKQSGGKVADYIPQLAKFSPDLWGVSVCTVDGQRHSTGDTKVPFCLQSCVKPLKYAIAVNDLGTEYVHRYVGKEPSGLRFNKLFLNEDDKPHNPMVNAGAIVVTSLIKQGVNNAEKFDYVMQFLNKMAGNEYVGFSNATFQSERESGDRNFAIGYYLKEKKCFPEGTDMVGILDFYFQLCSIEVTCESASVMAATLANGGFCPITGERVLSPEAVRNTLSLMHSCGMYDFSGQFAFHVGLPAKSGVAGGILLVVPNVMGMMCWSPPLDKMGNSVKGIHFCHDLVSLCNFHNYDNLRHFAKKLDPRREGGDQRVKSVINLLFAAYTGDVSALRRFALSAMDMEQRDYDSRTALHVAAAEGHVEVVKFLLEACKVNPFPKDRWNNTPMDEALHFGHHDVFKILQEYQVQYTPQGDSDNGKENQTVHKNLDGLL
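Two-point fluorescence kinetic (t0, 30 min RT) for hKGA; glutamate detected via glutamate oxidase–HRP–Amplex Red. Substrate: 1 mM L-glutamine solution; buffer 45 mM KH2PO4, pH 8.2.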
Pin1 inhibitor: qHTS Assay to Find Inhibitors of Pin1. Pin1 FP peptide displacement, HiFluor488, 10 min. Potency, µM (titrated, usually from 115 µM), for inactives: at the highest dose activity, negative = inhibition, actives largely listed as inhibitors. 390,000 compounds, 0.009% hits. AID 504891, 2011; active means well fitted inhibition curve with a large enough effect in the polarisation, with a control signal flat, not every such curve was filed as active; inconclusive means small, poorly fitted or top-dose-only effect, or effect the other way, or a change in a side signal; inactive means no such curve, though single readings can be large or run the other way; the % refers to the polarisation; further: potency means the concentration at half of the fitted maximal effect; on the % scale 0 is the no-effect control and ±100 the full control effect
Target sequence (Q13526 whole entry, looked up): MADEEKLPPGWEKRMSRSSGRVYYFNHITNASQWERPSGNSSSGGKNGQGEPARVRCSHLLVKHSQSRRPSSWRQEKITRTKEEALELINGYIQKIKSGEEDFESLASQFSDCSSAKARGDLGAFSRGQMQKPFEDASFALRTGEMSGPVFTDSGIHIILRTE
Starred values were filed as active, the others as inactive; i = inactive; ? = inconclusive; nt = not tested or not shown; & = joins results of further samples; [ ] = remark or other dose. Unless noted, the call rests on the fitted dose curve; in most records, active means well fitted curve in the direction sought with a large enough effect; inconclusive means small, poorly fitted or top-dose-only effect, or another doubt; inactive means no such curve, though single readings can be large; an effect the other way counts as inactive or inconclusive. A portion of the library; count on the stated rates, not on these rows.

SMILES	JMJD2A Tudor inh	POLH inh	BAZ2B inh	G9a block	HP1b binding inh	PI4K2A block	PGK inhibitor	GLS inhibitor	Pin1 inhibitor
COc1ccc(C(=O)NNC(=O)CSc2nc(C(C)C)nc3ccccc23)cc1	-8.6%	-17.4%	0.8%	9.3%	36.0%[activator]	-2.1	3.0%	0.9%	-3.0%
O=C1[C@@H]2C(Cc3ccc(O)cc3)NC3(C(=O)Nc4ccc(F)cc43)[C@@H]2C(=O)N1c1ccc(F)cc1 (stereo not given in full)	-21.6%	-13.5%	-7.2%	-37.6%[12.7 µM]	5.2%	-8.5	-6.8%	15.6%	-10.5%
O=C(c1ccccc1-c1nc(-c2ccccc2Cl)no1)N1CCOCC1	-7.7%	2.5%	-0.8%	6.1%	14.6%	-17.0	4.7%	11.6%	1.6%
O=C(CCN1N=C(c2ccccc2)CCC1=O)NCCc1ccc(Cl)cc1	-7.1%	-5.1%	2.5%	-2.3%[59 µM]	22.3%	-14.9	-3.8%	-10.4%	3.6%
CCCn1c(N)c(N(CCOC)C(=O)CSc2c(Cl)cccc2Cl)c(=O)[nH]c1=O	-6.7%	2.4%	nt	nt	30.2%	-1.8	2.2%	-0.2%	-0.4%
CNS(=O)(=O)c1cc(-c2nnc(Nc3ccc(NC(C)=O)cc3)c3ccccc23)ccc1C	-18.0%	-12.7%	-2.4%	?	-10.8%	-3.5	i	?	0.9%
O=C(N1CCOCC1)N1CCN(c2nc(-c3ccc(F)cc3)cs2)CC1	-33.3%	-13.0%	-38.1%	-41.6%[12.7 µM]	2.1%	0.6	-3.5%	0.5%	-10.6%
COc1ccc(C(=O)Nc2ccc(S(=O)(=O)Nc3onc(C)c3C)cc2)c(OC)c1	-24.4%	-8.9%	-3.1%	?	-2.8%	-5.3	i	5.7%	-6.9%
COc1ccc2[nH]c3c(=O)n(Cc4ccncc4)cnc3c2c1	-6.3%	-23.0%	-4.9%	8.3%	31.6%	-7.6	-9.2%	-3.9%	-7.2%
COc1ccc(OC)c(/C=C2\SC(=S)N(Cc3cccnc3)C2=O)c1	-30.7%	-12.1%	?	7.3%[59 µM]	-4.4%	1.0	7.3%	2.1%	?
O=c1cc(N2CCc3ccccc32)[nH]c(=O)n1-c1ccccc1	-8.6%	0.1%	0.7%	-4.9%[59 µM]	-0.9%	-0.1	i	13.0%	0.5%
C=CCN(C(=O)CSc1nc2c(sc3ccccc32)c(=O)n1CCN(CC)CC)c1ccccc1	?	-16.2%	?	44.7µM*	-8.9%	0.1	-2.0%	-1.6%	8.4%
COc1ccc(CCc2nnc(CCC(=O)N(C)Cc3ccnc4ccccc34)o2)cc1	2.1%	-19.7%	-6.0%	nt	33.8%	-1.3	-8.9%	0.0%	-1.5%
Cc1ccc(NC(=O)CSc2nc3c(oc4ccccc43)c(=O)n2Cc2ccco2)cc1F	-16.0%	-12.0%	-0.2%	1.7%[59 µM]	-0.5%	3.1	-6.3%	-3.8%	12.5%
CC(C)OCC(O)CCc1n[nH]c(=S)n1-c1ccccc1 (stereo not given)	6.31µM*	-10.3%	11.9%	3.55µM*	28.4%	-1.2	i	5.1%	-20.4%
CCc1ncc(CN2CCCC(C(=O)Nc3cccc(-c4cccc(C)c4)c3)C2)cn1 (stereo not given)	79.4µM*	-25.7%	-18.1%	-3.6%	-12.8%	-4.2	-6.2%	0.8%	1.0%
CCN(CC(=O)Nc1ccc(C)c(F)c1)CC(=O)NC(C)(C)C	-6.3%	-22.7%	-10.8%	18.4%[12.7 µM]	34.0%	2.7	-0.3%	-1.6%	-4.6%
O=C(N/N=C\c1ccccc1)c1ccccc1-n1cccc1	-23.2%	2.5%	?	-8.8%	-1.6%	2.9	9.9%	3.3%	0.9%
CCN(c1ccccc1)S(=O)(=O)c1cccc(C(=O)Nc2cccc(C)n2)c1	nt	-11.3%	nt	nt	nt	-0.3	i	-4.6%	nt
Cn1cccc1CC(=O)NNC(=S)Nc1ccc(Cl)cc1	-33.3%	3.7%	-33.3%	?	-10.1%	-18.1	8.5%	-27.7%	3.9%
Cc1ccc(C)c(NCC(O)c2ccccc2)c1 (stereo not given)	-15.9%	-24.6%	-33.3%	70.8µM*	3.3%	-1.2	0.0%	?	-0.8%
COc1ccc(-c2sc(Nc3ccccc3)n[n+]2-c2ccc(F)cc2)c(C)c1C	?	-6.2%	?	?	-3.0%	-4.8	-6.0%	-7.1%	2.7%
CCOc1ccccc1OCC(=O)Nc1cc(S(=O)(=O)N2CCCCC2)ccc1N1CCN(CC)CC1	-24.1%	-14.9%	-1.5%	3.55µM*	-13.7%	-2.5	-7.8%	0.6%	2.0%
O=S(=O)(c1ccc(F)cc1)N1CCN=C1SCc1cccnc1	-17.2%	-19.5%	nt	-30.4%	25.1%	0.4	i	0.9%	0.3%
Cc1ccccc1N(C(=O)c1csnn1)C(C(=O)NC(C)(C)C)c1ccncc1 (stereo not given)	9.6%	-15.5%	-14.1%	3.4%	30.0%	-7.6	9.0%	0.0%	2.3%
CN(C1CCCCC1)S(=O)(=O)c1ccc(S(=O)(=O)N2CCN(C(=O)c3ccccc3F)CC2)cc1	-12.9%	-7.5%	-5.7%	-31.8%[59 µM]	26.9%	2.1	i	1.4%	3.4%
CC(=O)c1csc(Nc2ccccc2Cl)n1	-14.1%	-13.6%	-2.8%	nt	7.1%	-0.5	-1.8%	-13.5%	1.1%
COc1ccc(OC)c(S(=O)(=O)N2CCC(C(=O)NC3CCCCC3)CC2)c1	-8.5%	2.7%	7.9%	-4.9%	7.1%	-0.1	4.5%	1.6%	-2.3%
CCn1c(-c2ccc3ncccc3c2)n[nH]c1=S	5.01µM*	-5.2%	3.0%	10µM*	29.4%	-2.0	-7.8%	nt	0.2%
O=C(c1ccc2c(c1)OCO2)c1cn(Cc2ccc(F)cc2)c2ccccc2c1=O	-22.6%	-12.3%	-25.3%	-27.7%[59 µM]	13.1%	-0.6	6.1%	5.6%	2.0%
Cc1cccc(C(C)C)c1NC(=O)c1ccc(OCC2CCCO2)cc1 (stereo not given)	2.1%	-7.7%	nt	nt	20.1%	-1.5	4.6%	8.7%	-1.2%
Cc1nc2ccccc2n1C1CCN(CC(=O)NCc2ccc(F)cc2)CC1	-14.1%	9.6%	?	7.1%[0.501 µM]	14.6%	1.2	-6.1%	1.1%	-2.0%
CCC(Sc1ncccc1C(=O)O)C(=O)N1CCOCC1 (stereo not given)	5.62µM*	-9.1%	?	?	48.8%[activator]	5.6	-6.7%	-0.4%	-6.1%
OC(COC(c1ccc(F)cc1)c1ccc(F)cc1)CN1CCCC(C(F)(F)F)C1 (stereo not given)	3.55µM*	-20.6%	50.1µM*	11.2µM*	?	5.8	-0.5%	12.8%	-1.1%
O=C(N1CCCCC1)C1(c2ccccc2)CCCCC1	8.9%	-19.4%	-5.5%	4.4%	48.5%[activator]	-1.8	-5.0%	-10.6%	0.4%
Cc1ccc(C2CC2C(=O)NNC(=S)Nc2cccc(C)c2)cc1 (stereo not given)	-17.0%	-17.0%	12.8%	?	-3.8%	2.0	2.7%	7.4%	-0.5%
CC(C)c1ccc(NC(=O)Cn2ncn3c(cc4ccccc43)c2=O)cc1	2.3%	-11.6%	-9.8%	7.0%[59 µM]	40.3%[activator]	-25.9	-3.1%	0.4%	6.1%
COC(=O)c1cc(OC)c(OC)cc1NC(=O)c1cc(C(C)(C)C)oc1C	-2.1%	-15.6%	-9.4%	1.5%	28.2%	3.5	-6.3%	-3.8%	-2.3%
Cc1cn2c(N)c(C=C3C=C(Cl)C(=O)C(Cl)=C3)c(=O)nc2s1	?	?	?	13.5%[59 µM]	-14.2%	1.2	-10.3%	0.0%	?
O=C(O)c1cc(N2C(=O)C3CC=CCC3C2=O)ccc1NCc1cccnc1 (stereo not given)	-3.8%[57.1 µM]	-11.7%	?	-17.4%	62.3%[activator]	3.7	7.4%	13.3%	-1.3%
COc1cc(NC(=O)CC(C)S(=O)(=O)c2cc3c(cc2C)NC(=O)CO3)cc(OC)c1OC (stereo not given)	-15.3%	-7.4%	-1.2%	4.7%	44.7%[activator]	-1.3	i	-1.0%	-10.4%
Cc1ccc(NC(=O)CSc2nc3ccccc3c3nc(CCn4cncc4C)nn23)c(C)c1	-25.7%&-19.5%	-18.7%&-16.9%	-7.6%&-2.7%	1.1%[59 µM]	-2.9%&23.6%	0.7&-4.3	-1.7%&3.7%	-7.8%&4.9%	4.2%&7.1%
COc1ccccc1CC(=O)N(Cc1ccccc1)c1cccc(C)c1	63.6%[activator]	-7.4%	48.9%[activator]	177.4%[activator]	76.0%[activator]	9.7	-4.3%	5.3%	?
